CHO-K1 Ca antag = M1 antagonist counterscreen hit in parental CHO-K1 cells; ATP-induced calcium, Fluo-8 fluorescence; inhibition, % at 3 µM; 360,000 tested, 0.6% active;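 active = inhibition above a per-plate cutoff, the plate's mean sample inhibition plus 3 SD, cut at about 24% in these data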;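 note: 0% = DMSO plus EC80 ATP and 100% = DMSO alone without ATP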
GPR7 antagonist = human neuropeptides B/W receptor 1 antagonism | P48145 | GPR7-expressing cells, fluorescence antagonist assay | inhibition, % at 4.4 µM | 290,000 tested, 1.1% active | AID 1861; in the data active = inhibition above about 16%, passing the limit was not always enough;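 note: cells stimulated with the agonist NPW; 0% = agonist with vehicle and 100% = vehicle without agonist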
Target sequence (P48145 whole entry, looked up): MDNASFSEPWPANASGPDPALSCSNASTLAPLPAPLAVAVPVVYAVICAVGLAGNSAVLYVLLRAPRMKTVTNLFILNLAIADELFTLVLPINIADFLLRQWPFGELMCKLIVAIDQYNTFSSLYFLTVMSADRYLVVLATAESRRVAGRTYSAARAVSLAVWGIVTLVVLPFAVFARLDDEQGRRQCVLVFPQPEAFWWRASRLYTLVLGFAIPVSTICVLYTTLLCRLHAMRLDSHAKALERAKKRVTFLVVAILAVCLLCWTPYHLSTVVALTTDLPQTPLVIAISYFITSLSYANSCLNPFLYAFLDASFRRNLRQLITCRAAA
OXTR potentiate = potentiates the human oxytocin receptor response; P30559; CHO-OTR cells, Fluo-8 calcium fluorescence, potentiator mode; 0% = oxytocin EC15, 100% = EC100; activation, % at 3 µM; 320,000 tested, 0.061% active;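 active = activation above that plate's cutoff, the mean activation of tested compounds plus 3 SD, cut at about 6.6% in these data, passing the limit was not always enough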;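 note: 100% uses oxytocin at 75 nM as the full agonist control; some results filed as inactive read as strong as hits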
Target sequence (P30559 whole entry, looked up): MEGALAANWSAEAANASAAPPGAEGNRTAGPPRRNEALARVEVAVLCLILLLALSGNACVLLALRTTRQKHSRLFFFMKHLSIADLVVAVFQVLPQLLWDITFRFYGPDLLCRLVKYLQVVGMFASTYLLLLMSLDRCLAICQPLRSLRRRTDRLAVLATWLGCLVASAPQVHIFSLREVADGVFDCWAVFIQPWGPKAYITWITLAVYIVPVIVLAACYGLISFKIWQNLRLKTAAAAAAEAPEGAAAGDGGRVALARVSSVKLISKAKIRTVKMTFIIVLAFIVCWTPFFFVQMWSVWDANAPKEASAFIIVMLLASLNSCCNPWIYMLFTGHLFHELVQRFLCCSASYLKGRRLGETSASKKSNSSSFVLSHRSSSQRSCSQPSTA
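Assay system: CHO cell line stably expressing human OTR | Also added: Oxytocin at about EC15, sub-maximal agonist stimulus | Times: Compound 6 min at room temperature before oxytocin, 100 s read | Measured by: Fluo-8 intracellular calcium fluorescence, ex 470-495, em 515-575 nm | Controls: EC15 oxytocin alone as 0%, 75 nM oxytocin as 100%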
V1R ag counter = activates human V1a receptor in oxytocin agonist counter-screen; 320,000 tested, 0.25% active; AID 2797; P37288; activation, % at 3 µM; CHO-V1R cells, Fluo-8 calcium fluorescence, agonist mode; 0% DMSO, 100% 3 nM vasopressin;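 active = activation above the mean activation of all tested compounds plus 3 SD, per screening run, cut at about 20% in these data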;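 note: signal is peak over basal fluorescence ratio across a 100 second FLIPR read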
TAAR1 antagonist = human TAAR1 antagonism | 360,000 tested, 1.5% active | CHO RD-HGA16 TAAR1, Fluo-8 calcium fluorescence, antagonist | AID 624466 | inhibition, % at 3 µM;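 active = inhibition above a per-plate cutoff, the mean inhibition of test compounds on that plate plus 3 SD, cut at about 49% in these data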;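 note: 0% = DMSO plus EC80 beta-PEA response and 100% = DMSO alone without agonist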
Target sequence (Q96RJ0 whole entry, looked up): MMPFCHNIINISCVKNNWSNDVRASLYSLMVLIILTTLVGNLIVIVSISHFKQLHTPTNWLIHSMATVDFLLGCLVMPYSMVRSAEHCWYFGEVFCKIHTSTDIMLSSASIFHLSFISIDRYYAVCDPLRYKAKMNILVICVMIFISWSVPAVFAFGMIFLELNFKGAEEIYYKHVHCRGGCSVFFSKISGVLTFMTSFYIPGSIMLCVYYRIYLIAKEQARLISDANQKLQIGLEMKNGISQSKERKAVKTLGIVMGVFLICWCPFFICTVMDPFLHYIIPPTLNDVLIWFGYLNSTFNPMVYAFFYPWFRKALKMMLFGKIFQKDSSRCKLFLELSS
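Material: CHO RD-HGA16 cells bearing hTAAR1; compound dosing: one-point dosing, 3 µM nominal final; schedule: dye loading 75 min at 37 °C, then 30 min room temperature; measured by: calcium fluorescence with Fluo-8; control set: vehicle and agonist controls; replication: n of 1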
M1 ag parental = counter-screen for M1 agonists: effect in parental CHO-K1 cells | Fluo-8 calcium fluorescence; scaled to maximal ATP response, vehicle zero | activation, % at 3 µM | 360,000 tested, 0.48% active; in the data active = activation above about 15%;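 note: untransfected CHO-K1 host cells lacking M1 receptor as counterscreen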
CHO parental Ca = signal in parental CHO cells, OX1R antagonist counter-screen | AID 463079 | parental CHO-K1, ATP-induced calcium, Fluo-8 fluorescence | inhibition, % at 5.6 µM | 330,000 tested, 0.63% active;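 active = inhibition above that plate's mean sample inhibition plus 3 SD, cut at about 26% in these data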;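 note: 0% = ATP-challenged DMSO wells and 100% = DMSO wells without ATP; some compounds past the cut are filed as inactive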
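material = parental CHO cells | also added = ATP as calcium-mobilizing challenge | dosing = single point at 5.6 µM | detection = intracellular calcium via Fluo-8 no-wash fluorescent dye | read-out = % inhibition | benchmarks = low control ATP plus DMSO, high control DMSO only | repeats = one well per compound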
CHO-K1 Ca PAM = counter-screen for M1 PAMs: effect in parental CHO-K1 cells | 360,000 tested, 0.02% active | ATP EC20, Fluo-8 calcium fluorescence; 0% at ATP EC20, 100% at ATP max | activation, % at 3 µM;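 active = activation above the run cutoff, the mean activation of all test compounds plus 3 SD, cut at about 40% in these data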;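 note: peak over basal fluorescence ratio in a 140 s read after ATP addition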
OXTR ag = agonists of human oxytocin receptor; activation, % at 3 µM; CHO-OTR cells, Fluo-8 calcium fluorescence; normalized: DMSO 0%, oxytocin 100%; P30559; 320,000 tested, 0.32% active;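 active = activation above the mean of all tested compounds plus 3 SD, cutoff set per screening run, cut at about 20% in these data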;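 note: peak over basal fluorescence ratio from a 100 s FLIPR kinetic read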
* marks the source's active call; other numbers are inactive results.

CCCCCCCCNc1ncnc2ccccc12 was read as CHO-K1 Ca antag 39*, GPR7 antagonist 8, OXTR potentiate -5, V1R ag counter 5.9, M1 ag parental 11, CHO parental Ca -3, CHO-K1 Ca PAM -6 and OXTR ag 7.5.
Screening Cc1ccc(S(=O)(=O)NCCSC(C)(C)C)cc1 returned CHO-K1 Ca antag 18, GPR7 antagonist 1, OXTR potentiate -3, V1R ag counter -0.9, TAAR1 antagonist 5, M1 ag parental 0.0, CHO parental Ca -6, CHO-K1 Ca PAM 14 and OXTR ag -1.0.
Screening Cc1cc(NC(=O)CSc2nnnn2C2CCCC2)no1 returned CHO-K1 Ca antag -7, GPR7 antagonist 8, OXTR potentiate -1, V1R ag counter 0.8, TAAR1 antagonist -17, M1 ag parental 0.7, CHO parental Ca -3, CHO-K1 Ca PAM 6 and OXTR ag -0.4.
For COc1ccc(C2=CSC3=NCCN23)cc1[N+](=O)[O-] the results were CHO-K1 Ca antag -1, GPR7 antagonist 4, OXTR potentiate -2, V1R ag counter 0.7, TAAR1 antagonist -2, M1 ag parental -0.1, CHO parental Ca -8, CHO-K1 Ca PAM -1 and OXTR ag 0.5.
For COc1ccc(S(=O)(=O)Nc2cccc(-n3cnnn3)c2)cc1 the results were CHO-K1 Ca antag -1, GPR7 antagonist -9, OXTR potentiate -6, V1R ag counter 4.7, TAAR1 antagonist -6, M1 ag parental 3.5, CHO parental Ca 0, CHO-K1 Ca PAM -8 and OXTR ag 4.6.
Screening Cc1cccc(-c2noc(-c3ccno3)n2)c1 returned CHO-K1 Ca antag -25, GPR7 antagonist -11, OXTR potentiate 1, V1R ag counter 0.8, TAAR1 antagonist -11, M1 ag parental 1.5, CHO parental Ca -3, CHO-K1 Ca PAM 33 and OXTR ag -1.2.
For Nc1nc(SCC(=O)Nc2ccc(Br)cc2F)n[nH]1 the results were CHO-K1 Ca antag 3, GPR7 antagonist 0, OXTR potentiate -7, V1R ag counter -1.0, TAAR1 antagonist -20, M1 ag parental -0.6, CHO parental Ca 9, CHO-K1 Ca PAM -5 and OXTR ag 0.1.
Screening O=C1CN(C(=O)c2ccc(Br)o2)C(c2ccccc2)c2cc(F)ccc2N1 (stereo unspecified) returned CHO-K1 Ca antag -14, GPR7 antagonist -7, OXTR potentiate -4, V1R ag counter 2.8, TAAR1 antagonist -8, M1 ag parental 1.3, CHO parental Ca -21, CHO-K1 Ca PAM 28 and OXTR ag -2.0.
For CC(C)(C)NS(=O)(=O)c1ccc(CCC(=O)Nc2ccc3c(c2)OCCO3)cc1 the results were CHO-K1 Ca antag 13, GPR7 antagonist -4, OXTR potentiate -3, V1R ag counter -0.1, TAAR1 antagonist -12, M1 ag parental 0.1, CHO parental Ca -7, CHO-K1 Ca PAM -5 and OXTR ag 1.3.
COc1cc(OC)cc(C2=Cc3ccccc3C(CC(C)=O)N2c2ccc(-c3cncnc3)cc2)c1 (stereo unspecified) was read as CHO-K1 Ca antag -21, TAAR1 antagonist -10, M1 ag parental 0.2 and CHO-K1 Ca PAM -4.
O=C(Cn1nc(C(=O)O)c2ccccc2c1=O)Nc1ccc2c(c1)C(=O)c1ccccc1C2=O was read as GPR7 antagonist 11, OXTR potentiate -1, V1R ag counter -0.4, CHO parental Ca -5 and OXTR ag 0.8.
`CCC(=O)Nc1ccccc1C(=O)OCC(=O)c1ccccc1` gave CHO-K1 Ca antag -4, GPR7 antagonist -8, OXTR potentiate 2, V1R ag counter -1.3, TAAR1 antagonist -1, M1 ag parental 1.1, CHO parental Ca -5, CHO-K1 Ca PAM 10 and OXTR ag -1.6.
For CC(=O)Nc1c(Cl)cc2c(c1Cl)Cc1cc(C#N)ccc1-2 the results were CHO-K1 Ca antag -6, TAAR1 antagonist -14, M1 ag parental 0.3 and CHO-K1 Ca PAM 2.
Screening COc1cccc(/C=N/NC(=O)c2ccc(N(C)S(=O)(=O)c3ccccc3)cc2)c1OC returned CHO-K1 Ca antag -1, GPR7 antagonist -9, OXTR potentiate -2, V1R ag counter 1.3, TAAR1 antagonist 32, M1 ag parental 3.4, CHO parental Ca -10, CHO-K1 Ca PAM -9 and OXTR ag 0.7.
`O=C(NC1CCSC1=O)c1ccccc1` (stereo unspecified) gave CHO-K1 Ca antag -8, GPR7 antagonist 3, OXTR potentiate -5, V1R ag counter 1.8, TAAR1 antagonist 5, M1 ag parental 0.7, CHO parental Ca 7, CHO-K1 Ca PAM 17 and OXTR ag 0.4.
For Cc1ccc(C(=O)COc2nc(C)nc3ccccc23)cc1 the results were CHO-K1 Ca antag -10, GPR7 antagonist -2, OXTR potentiate 6, V1R ag counter -0.2, TAAR1 antagonist -15, M1 ag parental -0.1, CHO parental Ca -14, CHO-K1 Ca PAM -11 and OXTR ag -2.3.
Screening CN(C)c1cc(-c2cccc([N+](=O)[O-])c2)oc(=O)c1Cl returned CHO-K1 Ca antag -5, GPR7 antagonist -8, OXTR potentiate -10, V1R ag counter -0.1, TAAR1 antagonist -17, M1 ag parental 0.4, CHO parental Ca -9, CHO-K1 Ca PAM -3 and OXTR ag -0.3.
FC(F)(F)c1ccc(C2Nc3cccc4cccc(c34)N2)cc1 was read as CHO-K1 Ca antag -1, GPR7 antagonist -6, TAAR1 antagonist -8, M1 ag parental 0.1 and CHO-K1 Ca PAM 15.
Screening CCC(C)c1ccc(NC(=S)NCCn2cc(Br)cn2)cc1 (stereo unspecified) returned CHO-K1 Ca antag -12, GPR7 antagonist 0, OXTR potentiate -10, V1R ag counter -0.6, TAAR1 antagonist 17, M1 ag parental 4.8, CHO parental Ca -3, CHO-K1 Ca PAM 4 and OXTR ag -2.6.
Screening c1csc(C(c2nnnn2C2CCCC2)N2CCOCC2)c1 (stereo unspecified) returned CHO-K1 Ca antag -6, GPR7 antagonist 11, OXTR potentiate -15, V1R ag counter 0.7, TAAR1 antagonist -20, M1 ag parental 0.1, CHO parental Ca -10, CHO-K1 Ca PAM 10 and OXTR ag -0.5.
Screening CCC(=O)N/C(N)=N/c1nc(C)c2cc(OC)ccc2n1 returned CHO-K1 Ca antag -4, GPR7 antagonist -11, OXTR potentiate 7, V1R ag counter 0.3, TAAR1 antagonist 9, M1 ag parental 3.6, CHO parental Ca -9, CHO-K1 Ca PAM 14 and OXTR ag 0.4.
For O=C(NC(NC(=O)c1ccccc1)C(=O)c1ccccc1)c1ccccc1 the results were CHO-K1 Ca antag -2, GPR7 antagonist -4, OXTR potentiate -20, V1R ag counter -1.6, TAAR1 antagonist -3, M1 ag parental -0.1, CHO parental Ca -3, CHO-K1 Ca PAM 17 and OXTR ag -2.0.
`Cc1ccc2c(c1)cc(CN(CCc1ccccc1)C(=O)N1CCOCC1)c1nnnn12` gave CHO-K1 Ca antag 2, GPR7 antagonist -9, OXTR potentiate -6, V1R ag counter 0.1, TAAR1 antagonist 5, M1 ag parental 1.9, CHO parental Ca -22, CHO-K1 Ca PAM 9 and OXTR ag -1.7.
For CCc1occc(=O)c1Oc1cc(NN2CCCCC2)c([N+](=O)[O-])cc1[N+](=O)[O-] the results were CHO-K1 Ca antag -17, GPR7 antagonist -6, OXTR potentiate 1, V1R ag counter -0.7, TAAR1 antagonist 1, M1 ag parental -0.7, CHO parental Ca -26, CHO-K1 Ca PAM 26 and OXTR ag -1.6.
`COc1cccc(CC2(CO)CCCN(Cc3cc4ccccc4[nH]3)C2)c1` (stereo unspecified) gave CHO-K1 Ca antag -4, GPR7 antagonist -8, OXTR potentiate -9, V1R ag counter 3.2, TAAR1 antagonist 10, M1 ag parental 2.7, CHO parental Ca -8, CHO-K1 Ca PAM 8 and OXTR ag 5.3.
O=C(NCCNc1nccc(C(F)(F)F)n1)c1cccc(C(F)(F)F)c1 was read as CHO-K1 Ca antag -8, GPR7 antagonist -7, OXTR potentiate -9, V1R ag counter 1.4, TAAR1 antagonist -5, M1 ag parental 3.7, CHO parental Ca -11, CHO-K1 Ca PAM 7 and OXTR ag -0.5.
Cc1ccccc1OCCCC(=O)Nc1ccccc1C(F)(F)F was read as CHO-K1 Ca antag -2, GPR7 antagonist -6, OXTR potentiate -10, V1R ag counter -0.7, TAAR1 antagonist 2, M1 ag parental -0.1, CHO parental Ca -17, CHO-K1 Ca PAM 14 and OXTR ag -0.3.
For CN(C)c1ccc(/C=N/NC(=O)c2cccc(C(=O)N/N=C/c3ccc(N(C)C)cc3)n2)cc1 the results were CHO-K1 Ca antag -5, GPR7 antagonist 0, OXTR potentiate -6, V1R ag counter 2.0, TAAR1 antagonist 9, M1 ag parental 0.1, CHO parental Ca -10, CHO-K1 Ca PAM 24 and OXTR ag 0.0.
`Cc1noc(C)c1S(=O)(=O)N1CCC2(CC1)OCCO2` gave CHO-K1 Ca antag 1, GPR7 antagonist -10, OXTR potentiate -1, V1R ag counter 0.9, TAAR1 antagonist 9, M1 ag parental 0.1, CHO parental Ca -7, CHO-K1 Ca PAM 8 and OXTR ag 0.9.
O=C(OCC(=O)N1CCCCCC1)c1cccc(Cl)c1Cl was read as CHO-K1 Ca antag -6, TAAR1 antagonist 12, M1 ag parental 2.0 and CHO-K1 Ca PAM 23.
c1ccc(-c2nc(NC3CC3)nc(-n3ccnc3)n2)cc1 was read as CHO-K1 Ca antag -12, GPR7 antagonist -13, OXTR potentiate -2, V1R ag counter -0.9, TAAR1 antagonist -7, M1 ag parental 0.5, CHO parental Ca -7, CHO-K1 Ca PAM 13 and OXTR ag -1.4.
Oc1cc(Nc2ccncc2)cc2cccnc12 was read as CHO-K1 Ca antag -9, OXTR potentiate 2, V1R ag counter 1.0, TAAR1 antagonist 0, M1 ag parental 0.4, CHO parental Ca 5, CHO-K1 Ca PAM 16 and OXTR ag 1.1.
For COc1cc(C(C(=O)NCC2CCCO2)N(C(=O)Cn2nnc3ccccc32)c2ccc(C(C)=O)cc2)ccc1O (stereo unspecified) the results were CHO-K1 Ca antag -9, GPR7 antagonist -9, OXTR potentiate -4, V1R ag counter 0.2, TAAR1 antagonist 5, M1 ag parental 0.1, CHO parental Ca -5, CHO-K1 Ca PAM 9 and OXTR ag 0.4.
Screening Cc1cc(C)c(S(=O)(=O)N2CCCC2=O)c(C)c1 returned CHO-K1 Ca antag -6, GPR7 antagonist -16, OXTR potentiate -7, V1R ag counter 0.2, TAAR1 antagonist 0, M1 ag parental 0.2, CHO parental Ca -8, CHO-K1 Ca PAM 15 and OXTR ag 0.4.
